Source: PubChem
Giardia FBPA inh: Giardia lamblia aldolase inhibition | purified Giardia FBPA | Potency, µM (doses to about 59.6 µM), without a hit: at the highest dose activity, negative = inhibition, actives largely listed as inhibitors | AID 2451 | hit rate 0.71% among 290,000; further: potency means the concentration at half of the fitted maximal effect; on the % scale 0 is the no-effect control and ±100 the full control effect; nearly all actives have a fitted effect of over 55% in size
Target sequence (A8B2U2 whole entry, looked up): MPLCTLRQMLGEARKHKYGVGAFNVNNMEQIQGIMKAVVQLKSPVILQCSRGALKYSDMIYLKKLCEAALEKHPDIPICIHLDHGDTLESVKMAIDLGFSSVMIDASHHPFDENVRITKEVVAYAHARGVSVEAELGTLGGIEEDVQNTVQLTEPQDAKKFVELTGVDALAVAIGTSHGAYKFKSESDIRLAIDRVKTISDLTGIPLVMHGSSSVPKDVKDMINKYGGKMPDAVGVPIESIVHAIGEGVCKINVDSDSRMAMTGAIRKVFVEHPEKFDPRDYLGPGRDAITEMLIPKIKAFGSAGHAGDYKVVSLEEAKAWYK
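40 nM FBPA preincubated 10 min at RT with compound (up to 57.5 uM final), then substrate plus GAPDH/TPI/NAD/arsenate coupling and diaphorase/resazurin added. Fluorescence read after 20 min at RT, 525/598 nm.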
Shiga toxin inh: blocks Shiga toxin action in Vero cells | Vero cells, Shiga toxin protein synthesis inhibition reporter | inhibition, % at 38.7 µM | hit rate 9.2% among 290,000 | AID 2315; in the data active means inhibition mostly above about 28%, no sharp cut-off; inactive means mostly below about 43%; further: 0% is about no effect
AMA1-RON2 inh: disrupts binding of P. falciparum AMA1 to RON2 | AlphaScreen AMA1-biotinylated RON2 peptide binding | Potency, µM (titrated, usually from 58.2 µM), without a hit: at the top dose activity change, negative = inhibition, actives largely listed as inhibitors | hit rate 0.2% among 360,000;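 further: potency means the concentration at half of the fitted maximal effect; 0% = vehicle wells and -100% = peptide control; nearly all actives have a fitted effect of over 45% in size; some results filed as inactive show a strong effect at the top dose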
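AMA1 (3D7) with his tag at 25 nM final met compounds first, then biotinylated RON2 peptide at 25 nM; detection used donor plus acceptor beads, 10 µg/mL apiece, read by AlphaScreen after 30 min at room temperature.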
AmpC inh detg: blocks E. coli AmpC beta-lactamase in detergent assay | P00811 | AmpC hydrolysis of nitrocefin, absorbance 480 nm, 0.01% Triton | Potency, µM (top dose mostly 114 µM), for the others: at the highest dose activity change, negative = inhibition, most hits filed as inhibitors | hit rate 0.041% among 370,000 | AID 485294;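 further: potency means the concentration at half of the fitted maximal effect; 0% = no-compound wells and -100% = no-enzyme wells; nearly all actives have a fitted effect of over 25% in size; some results filed as inactive show a strong effect at the top dose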
Target sequence (P00811 whole entry, looked up): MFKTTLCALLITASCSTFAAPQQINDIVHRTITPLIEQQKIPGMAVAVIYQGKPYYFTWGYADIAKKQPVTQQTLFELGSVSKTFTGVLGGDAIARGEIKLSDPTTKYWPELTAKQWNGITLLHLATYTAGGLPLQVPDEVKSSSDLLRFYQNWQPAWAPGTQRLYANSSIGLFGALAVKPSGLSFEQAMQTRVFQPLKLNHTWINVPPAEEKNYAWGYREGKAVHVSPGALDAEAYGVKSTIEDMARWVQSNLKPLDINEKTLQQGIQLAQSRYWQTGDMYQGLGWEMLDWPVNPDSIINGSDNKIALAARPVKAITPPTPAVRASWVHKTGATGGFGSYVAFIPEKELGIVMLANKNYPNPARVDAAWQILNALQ
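AmpC (5.3 nM in the dispensed reagent) in 20 mM phosphate pH 7.0 with 0.01% (detergent screen) or 0.0001% Triton X-100 was preincubated with compounds for 15 min at room temperature. Nitrocefin was then added from an 800 uM solution, and hydrolysis was followed at 480 nm.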
HCMV antiviral: inhibitors of human cytomegalovirus; HFF cells, HCMV-luciferase reporter, 72 h; hits give low values; activity change, negative = inhibition, % at 57.5 µM; hit rate 4.5% among 410,000; AID 1259415; in the data active means activity change below about -60%; inconclusive means no clear call, values can overlap the other calls; inactive means above about -39%; further: on the % scale 0 is the no-effect control and ±100 the full control effect
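HFF cells seeded 16 h at 37C, treated with compounds, infected with luciferase-reporter HCMV at MOI 1 PFU/cell; luciferase read at 72 h post infection, normalized to buffer-only and Salinomycin controls.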
CHX counter: counter-screen for Shiga toxin inhibitors: cycloheximide protein synthesis inhibition | hit rate 12% among 300,000 | max response, % | cell reporter, cycloheximide protein synthesis inhibition counterscreen; in the data active means max response mostly above about 13%, no sharp cut-off; inactive means mostly below about 14%; further: read at 38.3 µM for the half of the compounds with a filed dose; 0% is about no effect
AmpC inh no detg: AmpC beta-lactamase inhibition without detergent. AmpC nitrocefin hydrolysis, absorbance 480 nm, 0.0001% Triton. Potency, µM (top dose mostly 57.1 µM), for inactives: at the highest dose activity change, negative = inhibition, most hits filed as inhibitors. hit rate 0.52% among 330,000. AID 485341;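 further: potency means the concentration at half of the fitted maximal effect; plate controls were no compound for no effect and no enzyme for full effect; nearly all actives have a fitted effect of over 20% in size; some results filed as inactive show a strong effect at the top dose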
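AmpC (5.3 nM in the dispensed reagent) in 20 mM phosphate pH 7.0 with 0.01% (detergent screen) or 0.0001% Triton X-100 was preincubated with compounds for 15 min at room temperature. Nitrocefin was then added from an 800 uM solution, and hydrolysis was followed at 480 nm.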
An asterisk follows results filed as active; ? = inconclusive; . = no result given; & = joins results of further samples; [ ] = dose if it differs, or a comment. Unless noted, the call rests on the fitted dose curve; in most records, active means well fitted curve in the direction sought with a large enough effect; inconclusive means small, poorly fitted or top-dose-only effect, or another doubt; inactive means no such curve, though single readings can be large; an effect the other way counts as inactive or inconclusive.

Order of results – Giardia FBPA inh	Shiga toxin inh	AMA1-RON2 inh	AmpC inh detg	HCMV antiviral	CHX counter	AmpC inh no detg
Cn1cccc1C(=O)NCc1ccc(Cl)cc1
→ 7%	-5	-8%	1%	-8	11	-23%
CCCS(=O)(=O)N1CCN(Cc2ccccc2[N+](=O)[O-])CC1
→ ?	24	?	5%	12	0	-4%
CCn1c(SCc2nc(-c3ccc(Cl)cc3)no2)nnc1-c1ccco1
→ 3%	-3	-4%	5%	?	-2	32%
Cc1ccc(-n2c(SCC(=O)NCc3ccco3)nc3c(sc4ccccc43)c2=O)cc1
→ -3%	119*	3%	5%	?	53*	-31%
O=C(CSc1nnc(COc2cccc3ccccc23)o1)N1c2ccccc2CCc2ccccc21
→ 10%	-12	-10%	7%	8	2	.
O=C(NCc1cccs1)C1CCC(=O)N(Cc2cccc(C(F)(F)F)c2)C1 (stereo not given)
→ 1%	8	6%	-3%	26	39*	86%[activator]
CN(Cc1ccccc1Cl)C(=O)CCNC(=O)c1ccco1
→ .	.	-16%	0%	8	.	-11%
COc1ccc(NC(=O)CS(=O)(=O)c2ccc(C)cc2)c(OC)c1
→ 4%	-7	-10%	-9%	-4	1	-11%
Cc1ccc(C)c(N2CCN(C(=O)CN(C)S(=O)(=O)c3cnc[nH]3)CC2)c1
→ -4%	4	-3%	?	22	3	81%[activator]
COC(=O)Nc1nnc(CCc2ccccc2)s1
→ 4%	6	2%	2%	-15	9	-5%
CCOC(=O)c1ccccc1Cc1nc2ccccc2c(=O)[nH]1
→ -4%	-7	-2%	-9%	-12	-4	-17%
CCn1c(NC(=O)c2ccc(C)cc2)c2ccccc2nc1=O
→ ?	-4	9%	1%	11	-2	4%
Cc1ccc(C2CC(=O)N(c3ccc(F)cc3)C3=C2C(=O)CCC3)cc1 (stereo not given)
→ -1%	-10	-1%	?	28	8	30%
Cc1ccccc1Nc1nnc(SCC(=O)c2ccc(O)cc2O)s1
→ 0%	6	34%[activator]	-14%	3	1	-53%
CC(C)(CNS(C)(=O)=O)SCc1ccc(Cl)cc1
→ 1%	-15	7%	-11%	-7	-3	11%
O=C1/C(=C\c2ccc(Br)cc2)SC(=S)N1NS(=O)(=O)c1ccccc1
→ ?	-4	5%	-10%	23	1	-26%
COC(=O)c1ccc(NC(=O)CSCc2ccccc2)cc1
→ -4%	49	0%	-8%	.	14	-28%
COc1ccc(CNC(=O)COc2cccnc2[N+](=O)[O-])cc1OC
→ -1%	13	13%	-7%	46	3	-1%
Cc1cc(C)c(C(N)=O)c(NCCc2ccccc2)n1
→ 0%	-8	11%	3%	0	-1	2%
CCCCCCn1c(N2CCC(C(N)=O)CC2)nc2c1c(=O)n(C)c(=O)n2C
→ 12%	-3	10%	?	0	-9	38%
CCCC(C(=O)NC1CCCC1)N(CC1CCCO1)C(=O)CNS(=O)(=O)c1ccccc1 (stereo not given)
→ 0%	-2	4%	-4%	-20	8	17%
COc1ccc(N(CC(=O)NC2CCCCCC2)S(=O)(=O)c2ccc(C)cc2)cc1OC
→ .	-28	6%	-2%	4	1	-8%
CCN(CC(=O)NC1CC1)S(=O)(=O)c1ccc(OC)cc1
→ .	-14	3%	-2%	-16	5	-12%
CCC(C)c1ccc(N(CC(=O)NC(C)(C)C)C(=O)CNC(=O)c2cccs2)cc1 (stereo not given)
→ 15%	10	-12%	-4%	?	4	-6%
ONC(=Nc1ccccc1Cl)c1ccccc1Cl
→ ?	17	34%[activator]	2%	3	-2	19%
N#Cc1c(-c2ccccc2)cc(C2CC2)nc1SCC(=O)O
→ ?	-5	8%	-1%	5	-5	-11%
CCn1c(O)c(N=NC(=S)NCC2CCCO2)c2ccccc21 (stereo not given)
→ -13%	-9	38%[activator]	5%	-34	1	42%
CCOc1cc(C2C(C(=O)OCC(C)C)=C(C)N=C3SCCC(=O)N32)ccc1OC(C)=O (stereo not given)
→ -1%	-4	-5%	?	16	-2	162%[activator]
C[C@H](CO)N1C[C@H](C)[C@@H](CN(C)S(=O)(=O)c2cccs2)Oc2c(NC(=O)c3ccncc3)cccc2C1=O
→ .	.	-2%	.	-18	.	18%
CCOc1ccccc1CNC(=O)C1Cc2cc(S(=O)(=O)N3CCCCC3)ccc2N1C(C)=O (stereo not given)
→ .	-5	13%	1%	13	-3	100%[activator]
Cc1ccc(N(CC(=O)NC2CCCC2)C(=O)CCCC(=O)Nc2ccccn2)cc1C
→ 2%	-3	16%	4%	44	9	15%
CCN(CC)C1=N/C(=C\c2ccco2)C(=O)N1c1ccccc1
→ -3%	-1	20%	?	-20	-1	-21%
CCOc1ccc(CCNC(=O)c2nnc(Cc3ccc(F)cc3)o2)cc1OCC
→ 1%	-14	-7%	?	52	-3	11%
COc1cc2nc(SCC(=O)c3ccc(Br)cc3)n3nc(C)nc3c2cc1OC
→ -15%	-9	0%	-16%	-11	-3	-12%
CCOC(=O)c1[nH]c2ccccc2c1NC(=O)CCN1CCN(C(=O)OCC)CC1
→ 9%	-12	-3%	-5%	15	-3	0%
Cc1c(Cl)c(-c2n[nH]c(=S)n2-c2ccc(F)cc2)nn1C
→ 0%	33	73%[activator]	-5%	45	13	7%
c1ccc2c(Nc3ccc4c(c3)OCCO4)c3c(nc2c1)CCC3
→ -6%	9	-12%	-8%	-79*	6	-1%
CC1CCCCC12NC(=O)N(CC(=O)Nc1sccc1C(N)=O)C2=O (stereo not given)
→ .	.	74%[activator]	2%	-12	.	-25%
Cc1ccc(CNC(=O)CCNC(=O)N2CCn3c2nc2ccccc23)cc1
→ -1%	-14	-4%	-6%	-31	-6	1%
O=C(COc1ccccc1Cl)NC(=S)N1CCc2ccccc21
→ .	57	19%	-5%	43	50*	-40%
CCN(CC)CCCn1c2c(c(SCC(=O)Nc3nccs3)nc1=O)CCC2
→ .	.	0%	?	1	.	-16%
Cc1ccccc1N1OC2C(=O)N(c3ccc(F)cc3)C(=O)C2C1c1ccccn1 (stereo not given)
→ 0%	12	9%	?	4	-2	14%
O=C(c1ccc(Cl)cc1)[C@@H]1[C@@H]2C(=O)N(c3ccc(Cl)cc3)C(=O)[C@@H]2C2c3ccccc3C=NN21 (stereo not given in full)
→ -4%	-13	-3%	-7%	-8	-2	?
CC1CC2=C(CC1/C=N/NC(N)=S)C(C)(C)CCC2 (stereo not given)
→ -8%	-17	20%	-6%	4	-1	-32%
CC(=O)Oc1ccc(C(=O)Nc2cccc(C(=O)NC(C)(C)C)c2)cc1
→ 3%	43	6%	14%	-4	-2	-22%
CC(C)=CCCC(C)CN1CCC(n2nccc2NC(=O)C2CCCC2)CC1 (stereo not given)
→ 3%	-17	-4%	-9%	10	-2	-10%
O=C(Nc1ccc(Cl)c(Cl)c1)N1CCSCC1
→ -6%	37	0%	-5%	22	17	-29%
COc1ccc(Oc2nc3c(c(=O)n(C)c(=O)n3C)n2C)cc1
→ -4%	.	0%	-8%	-37	-2	-9%
O=C(N/N=C/c1ccc2ncccc2c1)c1ccco1
→ 2%	-2	0%	0%	5	9	-23%
CCc1nnc(SCC(=O)NC2CCCCC2)nc1CC
→ 5%	-6	8%	?	10	0	-9%
Cc1ccc(C(c2sc3nc(C)nn3c2O)N2CCN(c3ccccc3)CC2)cc1 (stereo not given)
→ 0%	3	-6%	-6%	-5	-2	-7%
CCc1ccc(CN(C)C(=O)c2cc(COc3ccc(-n4cncn4)cc3)on2)cc1
→ 5%	45	-3%	?	-18	19*	132%[activator]
C/C(CC(=O)Nc1cccc(Cl)c1C)=N\NC(=O)Cc1csc(N)n1
→ -13%	18	19%	?	15	16	-20%[11.4 µM]
CC(C)(C)NC(=O)CSc1nnc(NC(=O)CCc2ccccc2)s1
→ -11%	.	17%	?	26	0	-17%
CCOC(=O)C1CCN(CC(O)COCc2cccs2)CC1 (stereo not given)
→ 0%	24	8%	?	-36	-2	-10%
CC(NC(=O)Cc1ccccc1)c1ccc(F)cc1 (stereo not given)
→ 1%	-5	-8%	0%	35	-1	-15%
COc1ccc(CNC(=O)N2CCN(c3ccc(F)cc3)CC2)cc1
→ 8%	-1	7%	-2%	-7	-2	-1%
CCc1cccc(CC)c1NC(=O)COC(=O)c1cccc(S(=O)(=O)N2CCc3ccccc3C2)c1
→ 6%	2	4%	-1%	-21	-1	18µM*
COc1ccc(-c2nc(SC(C)C(=O)NC3CC3)n[nH]2)cc1 (stereo not given)
→ .	.	21%	-15%	31	.	-6%
CN(C)CCCNc1ccc(-c2n[nH]c(=O)c3ccccc23)cc1[N+](=O)[O-]
→ 1%	.	-8%	-2%	12	2	1%

The closing four entries of the part above lead into the next.
Order of results – Giardia FBPA inh	Shiga toxin inh	AMA1-RON2 inh	AmpC inh detg	HCMV antiviral	CHX counter	AmpC inh no detg
COc1ccc(CNC(=O)N2CCN(c3ccc(F)cc3)CC2)cc1
→ 8%	-1	7%	-2%	-7	-2	-1%
CCc1cccc(CC)c1NC(=O)COC(=O)c1cccc(S(=O)(=O)N2CCc3ccccc3C2)c1
→ 6%	2	4%	-1%	-21	-1	18µM*
COc1ccc(-c2nc(SC(C)C(=O)NC3CC3)n[nH]2)cc1 (stereo not given)
→ .	.	21%	-15%	31	.	-6%
CN(C)CCCNc1ccc(-c2n[nH]c(=O)c3ccccc23)cc1[N+](=O)[O-]
→ 1%	.	-8%	-2%	12	2	1%
COc1ccc(/C=N/NC(=O)Cn2cnc3ccccc3c2=O)cc1
→ 1%	15	27%	-2%	-19	-2	-29%
O=C(NCc1ccccn1)Nc1ccc2c(c1)OCO2
→ -9%	101*	26%	-10%	32	57*	-19%
CC(=O)Nc1ccc2c(c1)c1ccccc1n2C(C)=O
→ -3%	-4	2%	1%	?	-2	-6%
Cn1c(CSCc2ccc(F)cc2)n[nH]c1=S
→ -11%	-3	53%[activator]	?	-17	1	-24%
Cc1cc2c(cc1S(=O)(=O)CCC(=O)NCCc1ccccc1)OCC(=O)N2
→ -4%	2	-3%	-9%&1%	35&5	-1	-13%
COc1ccc(CNS(=O)(=O)c2ccc(S(=O)(=O)N3CCCCC3)cc2)cc1
→ 0%	-4	-2%	-14%	-2	-5	9%
C=C1CCN(C(CC(C)C)C(=O)N2CCOCC2)S(=O)(=O)c2ccccc21 (stereo not given)
→ -3%	-4	.	.	.	5	.
O=C1OC(Nc2cc(Br)cc3cccnc23)c2ccccc21 (stereo not given)
→ ?	14	6%	-8%	-9	-5	-12%
Cc1cc2ccccn2c1C(=O)c1ccncc1
→ 3%	-7	-2%	0%	?	-2	-8%
Cc1ccc(Nc2nc(CSc3nnc(-c4ccncc4)n3C)cs2)cc1
→ -4%	54*	3%	-1%	-20	25*	34%
Cc1cccc(NC(=O)CCCc2ccccc2)c1
→ -4%	73*	0%	3%	29	57*	-24%
COc1ccc2[nH]c(C(=O)Nc3cccc(C)n3)cc2c1
→ 0%	47*	-3%	5%	128	29*	-41%
